# IEC-6 tox – kills IEC-6 intestinal cells in KLF5 counter-screen; IEC-6 cytotoxicity, luminescence viability; inhibition, % at 5 µM; 290,000 compounds, 0.78% hits; in the data active means inhibition above about 22%;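 further: 0% = plate median of test compound wells and 100% = cytotoxic reference compound wells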
# HSF-1 act – increases HSF-1 driven luciferase reporter signal | NIH3T3-HGL HSF-1 luciferase reporter, MG132, 8 h; 100% = twice DMSO control signal | activation, % at 9 µM | AID 504408 | 300,000 compounds, 1.7% hits;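 active means mean replicate activation of at least 50% with a set share of replicates each reaching 50%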;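 further: 0% = median of the neutral control wells and 100% = twice that signal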
# HIF act – HIF pathway transcriptional activation | U2OS HRE-luciferase reporter, luminescence; normalized: DMSO 0%, desferrioxamine 100% | activation, % at 7.5 µM (by protocol) | 300,000 compounds, 0.32% hits;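 active means mean activation of at least 10% of the iron chelator positive control signal, with at least half of replicates also reaching 10%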
# KLF5 inh – kruppel-like factor 5 inhibition; DLD-1 KLF5 promoter-luciferase reporter, luminescence; inhibition, % at 5 µM; 290,000 compounds, 0.23% hits; AID 1700;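 active means inhibition above a per-plate limit of that plate's mean compound inhibition plus 3 SD, cut at about 60% in these data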;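 further: 0% = DMSO wells and 100% = LY294002 at 200 µM; higher means less KLF5 promoter-driven luciferase light; inactives centre near -14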
# SKKanGAS inh – inhibitors of SKKanGAS S. pyogenes growth in kanamycin (SK-promoter or general growth effect); inhibition, % at 7.5 µM; AID 1662; BacTiter-Glo, 6 h; 300,000 compounds, 1.3% hits;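 active means mean replicate score, as percent of positive control median, at least 50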;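 further: strain carries kanamycin resistance gene driven by streptokinase promoter and grows in 40 µg/ml kanamycin; loss of luminescence reflects streptokinase promoter inhibition or plain growth inhibition; 0% = median of DMSO wells and 100% = positive control at its reference dose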
# HSF1 inhib – HSF1 inhibition. activity change, negative = inhibition, % at 7.5 µM (by protocol). AID 2098. 300,000 compounds, 0.77% hits. NIH3T3-HGL HSE-luciferase, MG132-induced, luminescence 8 h; active compounds read low;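 active means more than half of replicate wells show activity change below -50%, luminescence cut by over half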;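 further: luciferase reports HSF-1 transcriptional activity via heat shock element; 0% = median of DMSO wells and -100% = zero luminescence signal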
# AI-2 QS modul – modulators of Vibrio harveyi AI-2 quorum sensing system | 300,000 compounds, 0.4% hits | Vibrio harveyi JMH597 AI-2 luminescence/OD600 ratio, 9 h; active compounds read low; strain lacks LuxN and CqsS sensors; 0 = neutral-control median | activity change, % at 7.5 µM; in the data active means activity change below about -75%, passing the limit was not always enough;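 further: luminescence divided by OD600 gain over 9 h not by final OD600 alone; inactives centre near 13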
# Platelet DG rel – modulates dense granule release in human platelets; human platelet-rich plasma, SFLLRN dense granule ATP release, luminescence; inhibition, %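 (compounds screened at 7.5 µM in platelet-rich plasma)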; 300,000 compounds, 0.22% hits; AID 1663;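 active means mean replicate score, as percent of positive control, at or above 50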
# HSP90 refold inh – HSP90 refolding inhibition in rabbit reticulocyte lysate; luciferase refolding luminescence, 3 h; inhibition, % at 5.6 µM; 290,000 compounds, 0.91% hits;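 active means inhibition above the screen-wide mean plus 3 SD, computed separately per campaign, cut at about 16% in these data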;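 further: 0% = DMSO wells and 100% = 60 µM geldanamycin wells; inhibitors lower the luminescence because luciferase stays unfolded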
# aSyn UTR inh – 5' untranslated region of α-synuclein, MLPCN primary screen | inhibition, % (tested at 7.5 µM) | alpha-synuclein 5'UTR reporter, inhibitor activity | AID 1813 | 300,000 compounds, 0.82% hits; in the data active means inhibition above about 60%;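 further: H4 neuroglioblastoma cells stably carrying SNCA 5'UTR luciferase fusion; 0% = DMSO wells and 100% = positive control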
# Active calls of the source: *; nt = no result given.
SMILES,IEC-6 tox,HSF-1 act,HIF act,KLF5 inh,SKKanGAS inh,HSF1 inhib,AI-2 QS modul,Platelet DG rel,HSP90 refold inh,aSyn UTR inh
O=C(Oc1ccc([N+](=O)[O-])cc1)c1ccc2ccccc2n1,3,-1,0.1,-10,0,3,4,6,0,-8
CCc1ccc(-n2c(O)cnc2Nc2nc(C)cc(C)n2)cc1,nt,5,0.0,nt,-4,-3,34,11,nt,17
CCCNC(=O)Cn1c(=O)oc2cc(S(=O)(=O)N3CCCC3)ccc21,-2,4,-0.1,-3,-2,-7,11,17,3,-15
COc1ccccc1NC(=O)CSc1nnc(NC(=O)c2ccco2)s1,-2,-15,-0.8,-29,37,-4,30,4,-4,3
O=C(Cc1c(F)cccc1Cl)Nc1ccccc1-c1ccccc1,-9,6,-0.2,-16,18,3,23,2,-1,16
O=C(NCc1ccccc1)C(c1ccco1)N(C(=O)c1csnn1)c1ccccc1F (centres undefined),0,13,-0.2,-3,2,7,16,9,2,3
CCC1Oc2ccc(C)cc2N(CC(=O)N(Cc2cccnc2)Cc2ccc(C)o2)C1=O (centres undefined),0,30,-0.1,6,11,-6,8,2,1,14
Clc1ccccc1OCCN1CCCCC1,-2,7,-0.3,-13,-1,-8,15,11,-2,25
O=c1[nH]c2c(=O)[nH]cnc2nc1-c1ccccc1,nt,8,-0.6,nt,2,4,15,-33,nt,-1
FC(F)(F)c1cnc(C(c2ccccn2)c2ncn[nH]2)c(Cl)c1 (centres undefined),7,11,-0.1,11,16,1,13,-5,2,20
CC(C)N(C(=S)NC1CCCCC1)c1ccccc1,-2,-3,0.7,-37,-6,-2,2,1,-1,5
COc1ccc(C(=O)/C=C/c2ccccc2F)c(OC(=O)c2ccc([N+](=O)[O-])cc2)c1,-1,2,3.2,-41,-1,8,14,-1,18*,-228
CSCC[C@H](NC(=O)[C@H]1N2C(=O)c3ccccc3C2SC1(C)C)C(=O)NCc1ccncc1 (some centres undefined),3,-5,-0.4,2,3,-4,0,-2,-2,-1
Cc1c(NS(=O)(=O)N2CCCCC2)c(=O)n(-c2ccccc2)n1C,3,-10,-0.1,-4,3,-9,7,0,2,-27
Cc1ccc(-c2ccc(/C=C(\C#N)C(=O)Nc3cc(C)nn3-c3ccccc3)o2)cc1,0,-8,-0.1,-3,8,-9,17,1,3,20
O=C(NC(=S)Nc1ccccc1Cl)c1cncc(C#Cc2ccccc2)c1,-12,21,-0.3,2,3,-10,23,15,-1,7
NC(=O)COC(=O)c1sc2cc(F)ccc2c1Cl,-12,24,0.1,-2,-8,1,1,1,-5,17
O=C(Cc1cccc(C(F)(F)F)c1)Nc1ccccc1N1CCCC1,-2,10,-0.8,-33,9,7,11,-11,0,23
CN(C(=O)CSc1nnc(NC2CCCCC2)s1)C1CCS(=O)(=O)C1 (centres undefined),4,4,0.1,-28,2,5,10,-2,-2,25
CC1=Nc2cc(C(=O)NCCN3CCOCC3)ccc2Sc2c(C)ccc(C)c21,33*,9,0.7,14,3,8,nt,13,-6,50
COc1ccc(NC(=O)CCc2ccc(OC)c(OC)c2)cn1,-3,11,-0.1,11,-2,-3,22,-11,-1,6
CCCCN(C)C(=O)c1cn(C)c2ccc(S(=O)(=O)N(C)C)cc2c1=O,6,-1,0.0,10,-5,-3,21,0,2,25
O=C(Nc1cccc(Cl)c1)NC1CC2CCC1C2 (centres undefined),2,27,2.6,-60,-4,4,16,-22,0,-58
Cc1cc(Cl)ccc1NNC(=O)c1c(C)noc1C,2,-3,-0.4,11,-7,-2,16,2,0,18
COCCN(C(=O)COC(=O)c1ccc(C=O)cc1)c1c(N)n(Cc2ccccc2)c(=O)[nH]c1=O,-5,-15,1.1,-25,15,-5,9,0,1,0

# Next section; it opens with the 3 that closed the last part.
SMILES,IEC-6 tox,HSF-1 act,HIF act,KLF5 inh,SKKanGAS inh,HSF1 inhib,AI-2 QS modul,Platelet DG rel,HSP90 refold inh,aSyn UTR inh
O=C(Nc1cccc(Cl)c1)NC1CC2CCC1C2 (centres undefined),2,27,2.6,-60,-4,4,16,-22,0,-58
Cc1cc(Cl)ccc1NNC(=O)c1c(C)noc1C,2,-3,-0.4,11,-7,-2,16,2,0,18
COCCN(C(=O)COC(=O)c1ccc(C=O)cc1)c1c(N)n(Cc2ccccc2)c(=O)[nH]c1=O,-5,-15,1.1,-25,15,-5,9,0,1,0
COc1ccc2nc(NC(=O)CSc3nc(C)cc(C)n3)sc2c1,1,-21,-0.4,10,6,-1,-58,1,6,4
COc1ccc(N2CC(C(=O)Nc3ccc4c(c3)OCO4)CC2=O)cc1 (centres undefined),-5,-5,-0.1,-14,5,-7,14,17,8,44
Nc1c(-c2cccc(Cl)c2)cnn1-c1ccccc1,6,37,2.4,-77,8,18,18,8,6,-122
O=C1C(=O)N(CCS(=O)(=O)c2ccccc2)c2ccccc21,7,14,0.3,-10,-9,-3,19,-17,1,-25
CCCCNC(=O)C1CCC(CNS(=O)(=O)c2ccc(C)cc2)CC1 (centres undefined),-8,2,0.3,-29,12,-3,16,10,-4,-4
CN(Cc1ccc(-n2cccn2)cc1)C(=O)c1cnn2c1NC(c1ccco1)CC2C(F)(F)F (centres undefined),-2,7,0.2,3,-2,-3,10,-2,0,44
CN(Cc1ccccc1)S(=O)(=O)c1cc2c3c(c1)CCN3C(=O)CC2,nt,-12,-0.1,nt,-9,-4,9,40,nt,9
CCOc1ccccc1NC(=O)C(C)SCc1ccccc1 (centres undefined),-1,-2,1.6,-6,3,0,13,-11,0,-4
OCCCNc1cc(-c2ccccc2)nc2cc(-c3ccc(F)cc3)nn12,-2,-4,0.7,-34,30,10,9,-4,5,-27
O=C(NNC(=O)[C@@H]1CCCC[C@@H]1C(=O)O)c1cccs1,5,16,-0.1,-175,3,1,23,6,2,5
Cc1cc2c(C)nc(N/N=C/c3ccc(F)cc3)nc2o1,3,13,0.9,-18,8,7,15,5,-4,-72
Cn1c(=O)c(=O)n(C)c2cc(S(=O)(=O)N3CCc4ccccc43)ccc21,2,-6,-0.3,25,-22,-5,15,11,-1,12
CC(C)C(C(=O)NCc1ccco1)N(Cc1ccco1)C(=O)CNS(=O)(=O)c1ccccc1 (centres undefined),-7,24,0.2,-1,29,7,11,1,-2,-1
Cc1ccc(CCC(=O)Nc2ccc(S(N)(=O)=O)cc2)o1,-5,5,-0.2,-36,2,-2,23,17,0,-4
O=[N+]([O-])c1cccc(S(=O)(=O)NCCCn2ccnc2)c1,-2,-1,-0.1,-21,nt,6,12,6,-3,15
CCOC(=O)c1sc(NC(=O)c2ccc(S(=O)(=O)N3CCOCC3)cc2)nc1-c1ccccc1,3,9,-0.1,-8,5,-2,12,-1,0,4
Cc1oc(C)c2c(=O)ccc3c(c12)OC(N)=C(C#N)C3c1ccc(F)cc1 (centres undefined),-4,-2,-0.4,-15,12,-8,-1,2,1,7
COCCNC(=O)CN1C(=O)CSc2ccc(S(=O)(=O)N3CCOCC3)cc21,-3,1,nt,-10,-1,-3,-6,-3,4,-1
O=c1[nH]c(N/N=C/c2ccc(O)cc2)nc2ccccc12,13,10,0.4,-62,8,6,26,-4,1,-158
CC1=C(C)[N+](=O)C2(O)CCCCC2(C)N1[O-] (centres undefined),-11,-13,0.1,-29,1,0,20,1,2,1
COc1ccc(C2Nc3ccccc3C(=O)N2O)cc1OC (centres undefined),6,11,0.3,-13,-2,8,8,1,1,12
CCn1c(SCC(=O)Nc2ccc(C)cc2)nnc1-c1ccccn1,-5,-6,0.1,1,-9,-4,29,-3,1,-16
CCN(Cc1ccncc1)C(=S)Nc1ccc(Cl)cc1,2,5,0.4,15,-15,-1,-3,-20,1,6
c1cnc(Sc2ccc3nnnn3n2)nc1,3,13,-0.3,-22,-6,1,18,7,-3,-13
CCOc1ccccc1NC(=O)COC(=O)CNS(=O)(=O)c1ccc(C)cc1,-3,-1,-0.2,1,-3,-4,13,0,-2,12
# Going on with the list.
SMILES,IEC-6 tox,HSF-1 act,HIF act,KLF5 inh,SKKanGAS inh,HSF1 inhib,AI-2 QS modul,Platelet DG rel,HSP90 refold inh,aSyn UTR inh
Cc1ccc(NC(=O)COc2ccccc2)c(NC(=O)c2ccco2)c1,2,-3,-1.4,-23,-9,-1,-5,12,-3,9
Cc1cccc(OCCSc2nc3c([nH]2)c(=N)ncn3Cc2ccccc2)c1,-3,-5,-0.3,37,-6,-5,25,-5,3,26
Cc1ccc(C(=O)Nc2ccc3c(c2)CCC3)o1,7,63*,1.2,-203,3,32,-1,4,2,-134
Cc1ccc(N2C(=O)CC(Nc3ccc(Cl)c(S(=O)(=O)N(C)C)c3)C2=O)c(C)c1 (centres undefined),2,9,0.2,4,13,2,16,2,-2,-3
COCCCNC(=O)Cn1cnc2sc(C)c(S(=O)(=O)N3CCN(c4ncccn4)CC3)c2c1=O,-10,10,0.0,-12,5,-2,15,3,1,-18
CCCCNC(=O)CCNS(=O)(=O)c1ccc(Br)cc1,-4,-11,0.3,-32,0,3,7,-2,-2,21
C#CCNC(=O)C1=C[C@@H](c2ccc3c(c2)OCO3)C[C@@H](OCc2ccc(CO)cc2)O1,nt,-3,-3.3,nt,4,-6,27,2,nt,-11
CC(=O)NC(Cc1c[nH]c2ccccc12)C(=O)Nc1ccc2c(c1)OCO2 (centres undefined),-3,9,0.3,-34,1,5,21,7,-2,-17
COc1ccccc1NC(=O)CCC(=O)OCc1ccc([N+](=O)[O-])cc1,6,-4,-0.2,-10,5,-10,7,-5,5,-3
C/C(=C\C=C(C#N)C#N)c1cc(C#N)c(N)o1,-5,13,-1.1,1,15,-9,2,15,-3,14
CC1CCc2sc(NC(=O)C3CC(Cl)=CCC3C(=O)O)c(C#N)c2C1 (centres undefined),2,6,0.5,-31,15,-2,44,2,3,5
O=S(=O)(c1cccc(-c2n[nH]c(=S)o2)c1)N1CCOCC1,-10,-12,-1.7,-28,-2,-6,15,-2,-1,-10
Cc1cccc(OCCc2nnc(N)s2)c1C,1,21,-0.5,-18,-1,1,-1,-2,5,-30
C/C(=N\NS(=O)(=O)c1ccc(Cl)cc1)c1ccc(O)cc1,-1,2,0.0,-7,-8,0,23,-5,-2,5
O=C(CSc1nc2ccccc2o1)Nc1nc2ccc(Br)cc2s1,2,10,0.5,-23,13,6,26,-41,1,-27
Cn1c(SCC(O)c2ccccc2)nnc1-c1ccc2ccccc2c1 (centres undefined),-7,-2,0.0,-44,-6,-6,8,1,-1,-16
CCCCCOC(=O)Cc1c(C)nc(-c2ccccc2)[nH]c1=O,1,-8,0.0,8,0,-4,18,6,-4,24
CCCc1cc(=O)[nH]c(SCC(=O)Nc2ccc(Br)cc2Br)n1,-3,-2,-0.2,-3,7,6,18,-3,3,6
CCOC(=O)c1cnn2c(N)c(C#N)cnc12,5,-5,0.1,-19,4,5,76,4,-4,-14
CS(=O)(=O)N1CCC(C(=O)Nc2cccc(Cl)c2Cl)CC1,-15,-20,-2.9,-10,1,0,24,5,-3,-3
CCOC(=O)C1CCCN(CCC(=O)Nc2ccc(Br)c(C)c2)C1 (centres undefined),11,36,-20,5,12,13,39,1,2,2
COc1cccc(/C=C2/C(=O)NN(c3ccccc3)C2=O)c1,0,0,-19,3,-2,-8,15,2,-4,-13
COc1ccccc1-c1nnc(SCC(=O)NC2CCS(=O)(=O)C2)n1CCc1ccccc1 (centres undefined),-4,8,-0.2,-24,2,2,7,-4,-1,-2
